H9c2 TAG inh = inhibitors of triacylglycerol accumulation; inhibition, % at 12.5 µM; H9c2 cells, Nile Red lipid (TAG) fluorescence; cells loaded with 200 µM oleic acid; 230,000 tested, 0.66% active;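 active means pattern-corrected inhibition of lipid staining of at least 50% with the nuclear-stain viability signal not falling by more than 50%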;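 further: 0% = DMSO wells and 100% = triacsin C control wells; some results filed as inactive read as strong as hits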
H9c2 TAG inh DAPI viability = recorded beside H9c2 TAG inh, whose call it bears; DAPI nuclei signal change (viability), lower = more cytotoxic, %;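 whole-well DAPI fluorescence read on a plate reader as a viability signal; minus 50 percent equals half of cells still viable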
Starred values were filed as active, the others as inactive.

SMILES	H9c2 TAG inh	H9c2 TAG inh DAPI viability
CCOc1cc(N2CCOCC2)c(OCC)cc1NC(=O)COC(=O)c1ccccc1C	0	21
CCc1noc(C)c1C(=O)N1CCCSC1=Nc1ccccc1OC	-10	-1
CCNC(=S)Nc1ccc2c(c1)c(=O)n(C)n2CC=C(C)C	2	12
CC(=O)OCC=C1CCC2C3CC(C)C4=CC(=O)CCC4(C)C3C(O)CC12C (stereo not drawn)	17	-13
Cn1c(SCC(=O)Nc2ccc(Br)cc2)nc(O)cc1=O	-14	12
COc1ccc(NC(=O)Cn2nc3n(c2=S)CCC3)cc1	-19	7
Cc1ccc(S(=O)(=O)N2CCOCC2)cc1NC(=O)COc1ccc(C(=O)c2ccccc2)cc1	-2	-3
CC(C)c1ccc(NC2CCCN(C(=O)CCN3CCCCC3=O)C2)cc1 (stereo not drawn)	5	1
O=C(NCCc1cccc(Cl)c1)c1cccnc1	-7	-5
O=C(CSc1nnc(COc2ccccc2)o1)NC1CC2CCC1C2 (stereo not drawn)	-1	8
CCOc1nc(NCCO)nc(NCCC2=CCCCC2)n1	0	43
Cc1c(Cl)cccc1NC(=O)CSc1nc(=O)n(CCCN2CCOCC2)c2c1CCC2	6	-1
Cc1ccc(C(=O)OCC(=O)N2CCC(C)CC2)cc1S(=O)(=O)N1CCOCC1	9	-9
Cc1nnc2n1CCCCC2	3	-8
Cc1[nH]nc2c1C(c1cccc(O)c1)C1=C(CC(C)(C)CC1=O)N2 (stereo not drawn)	16	-2
c1ccc(-c2csc(NNC3=NCCCCC3)n2)cc1	85*	-3.4*
CCOC(=O)CN(C#N)c1nc(N(C)C)nc(N(C)C)n1	-12	-3
O=C(Nc1ccc(N2CCOCC2)c(Cl)c1)c1ccc(-n2cnnc2)cc1Cl	9	1
CC(C)(C)OC(=O)C[C@@H]1C/C=C\C[C@@H](CC(=O)N(CCO)Cc2ccccc2)C(=O)NC[C@H](c2ccccc2)OC1=O	-14	2
O=C(CCC(=O)Nc1nnc(C2CCCCC2)s1)NCC1CCCO1 (stereo not drawn)	7	14
O=C(c1ccccc1)N1CCC(c2nc3c(nnn3Cc3ccco3)c(=O)[nH]2)CC1	14	-19
CNC(=O)Cn1nc(C)c2ccccc2c1=O	-15	6
O=C(NCc1ccccc1CN1CCCC1)c1cc2cc(Cl)ccc2o1	-59	15
Cc1ccc(S(=O)(=O)NC(=O)C2(C)CCN2C(=O)Cc2cccs2)nc1 (stereo not drawn)	3	-2
O=C(N1CCCC1)C12CCC3CC(CC(C3)C1)C2	-15	6

The results go on:
SMILES	H9c2 TAG inh	H9c2 TAG inh DAPI viability
Cc1cnn(C(=S)NCC2CCCO2)c1 (stereo not drawn)	16	-5
COc1ccc(S(=O)(=O)N(C)C[C@H]2Oc3ccc(NS(=O)(=O)c4ccccc4)cc3CC(=O)N([C@H](C)CO)C[C@@H]2C)cc1	-11	7
COc1ccccc1-n1cc(CN2CCN(CC=C(C)C)C(CCO)C2)cn1 (stereo not drawn)	-1	2
CC(C)(C)c1ccc(C(=O)OCc2c(-c3ccccc3)ncc3ccccc23)cc1	-12	-2
CCOC(=O)C1(CCOc2ccccc2)CCN(Cc2cccc(-n3cccn3)c2)CC1	-20	26
Cc1cc(C)n(C(=O)c2cc3c(s2)CCCC3)n1	-28	2
Cc1ccc(SCCNC(=O)c2cccc([N+](=O)[O-])c2C)cc1	5	-1
COc1ccc(N2CCN(C(=O)CCCN3C(=O)c4cccc5cccc(c45)C3=O)CC2)cc1	-7	1
Cc1ccc(C(=O)Nc2ccncc2)o1	-25	7
Cc1ccc(C)c(NC(=O)c2cc(C)nc3ccccc23)c1	-5	5
CNC(=O)CSc1nc2cccnc2n1-c1ccc(F)cc1	4	1
O=C1CCc2cc(S(=O)(=O)Nc3cccc(Cl)c3)ccc2N1	-10	-1
O=C1CS/C(=C\[N+](=O)[O-])N1c1ccc(OC(F)(F)F)cc1	1	-6
COc1cc(-c2noc(C)c2C(=O)NCc2ccc(C)o2)cc(OC)c1OC	-16	9
Cc1cn(CC(=O)N[C@H](C)c2cccc3ccccc23)c(=O)[nH]c1=O	12	-3
O=C(c1ccc([N+](=O)[O-])o1)N1CCc2ccccc21	47	-23
Cc1cc(NC(=O)CCCC(=O)N(c2ccccc2)C(C(=O)NC2CCCCC2)c2cccs2)no1 (stereo not drawn)	20	1
CSc1ncccc1C(=O)NCc1nnc2ccccn12	-11	-5
CC(C)C1Oc2cc3oc(=O)ccc3cc2C1=O (stereo not drawn)	-4	8
CCCSc1ccc([C@H]2N[C@@](C)(C(=O)OC)[C@H]3C(=O)N(CC)C(=O)[C@@H]23)cc1	4	-9
CC(C)n1c(C(F)(F)F)nc2cc(C(=O)N3CCCCC3)ccc21	-3	4
COc1cccc(C2=CC(=O)CC(C)(C)C2)c1OC	-6	5
Cc1ccc(CSc2nnc(-c3cccnc3)o2)cc1	-13	-12
CC(C)Cn1c(N)c(C(=O)CSc2nccn2C)c(=O)n(C)c1=O	-1	13
Cc1cc(NC(=O)c2cccs2)ccc1NC(=O)Cc1ccccc1	7	5

(further entries)
SMILES	H9c2 TAG inh	H9c2 TAG inh DAPI viability
Cc1ccc(OC(=O)N(C)C[C@@H]2OCc3cn(nn3)CCCC(=O)N([C@@H](C)CO)C[C@H]2C)cc1	-2	2
COc1c(/C=N/NC(=O)c2ccccc2O)c(CCN(C)C(C)=O)cc2c1OCO2	-3	6
NCC[C@H](O)C(=O)N[C@@H]1C[C@H](N)[C@@H](O[C@H]2O[C@H](CN)[C@@H](O)[C@H](O)[C@H]2O)[C@H](O)[C@H]1O[C@H]1O[C@H](CO)[C@@H](O)[C@H](N)[C@H]1O	-5	1
Cc1nnc(Sc2nc3c(c(=O)n(C)c(=O)n3C)n2Cc2ccccc2Cl)s1	-18	6
COc1cc(/C=C2\C(=O)ON=C2c2ccccc2)cc(Cl)c1O	12	-7
Cc1ccccc1NC(=O)CNC(=O)N1CC(=O)Nc2ccccc21	5	-5
CCc1ccc(NS(=O)(=O)c2c(C)nc3sc(CC)nn3c2=O)cc1	2	3
CCC(=O)NNc1nc2c(C)c(C)ccc2s1	0	2
CCC(Oc1ccccc1)C(=O)Nc1ccccc1C(=O)N1CCN(C)CC1 (stereo not drawn)	4	4
COC(=O)c1ccc(CN2C(=O)c3ccccc3C2=O)cc1	7	-11
Cc1cnc(CN2CCc3c([nH]c4ccccc34)C2C2CCCCC2)[nH]1 (stereo not drawn)	13	4
CCOP(=O)(OCC)C(Nc1cc(Cl)cc(Cl)c1)c1cccc(O)c1 (stereo not drawn)	10	-11
Nc1ccc(S(=O)(=O)Nc2cc(Cl)c(N)c(Cl)c2)cc1	13	1
C[C@@]12CCC3[C@@](CCC4[C@@]3(C)CCC[C@@]4(C)C(=O)NC3CCCCC3)(CC1=O)C2 (stereo partly drawn)	2	-2
C=CCOc1ccc(C2=NO[C@@H]3[C@@H]4C[C@@H]([C@H]5C(=O)N(C)C(=O)[C@@H]45)[C@H]23)cc1	3	-1
COc1ccc(OC)c(CN2CCN(C(=O)CNC(=O)c3ccccc3F)CC2)c1	11	2
CCN(CC)CCn1cnc2c1c(=O)n(CCOC(=O)c1cc(OC)c(OC)c(OC)c1)c(=O)n2C	20	-6
CCCCCCC1CCC(c2nc(-c3ccncc3)no2)CC1 (stereo not drawn)	-2	7
Cc1ccc(NC(=O)COC(=O)c2ccc3c(c2)OCO3)c(C)c1	-9	4
O=C(CCNC(=O)Cn1ccc2ccccc2c1=O)NCCN1CCN(c2cccc(Cl)c2)CC1	1	-1
Cn1cnc2cc(NC(=O)c3ccc(Cl)cc3)ccc21	6	0
CCOCCCNC(=O)/C(C#N)=C/c1ccc(C(=O)OC)cc1	-11	-3
CCc1ccccc1NC(=O)C(CC)Sc1nc2cc3c(cc2c(=O)n1Cc1ccco1)OCO3 (stereo not drawn)	33	-13
COc1ccccc1CNC(=O)COC(=O)Cc1c[nH]c2ccccc12	3	-4
Oc1ccccc1CNc1ccc(Br)cn1	-3	-8

Whole records as entered above. Values in the order: H9c2 TAG inh | H9c2 TAG inh DAPI viability
COc1cc(/C=C2\C(=O)ON=C2c2ccccc2)cc(Cl)c1O is listed as 12 | -7
Cn1cnc2cc(NC(=O)c3ccc(Cl)cc3)ccc21 is listed as 6 | 0
CCOCCCNC(=O)/C(C#N)=C/c1ccc(C(=O)OC)cc1 is listed as -11 | -3
Cc1nnc(Sc2nc3c(c(=O)n(C)c(=O)n3C)n2Cc2ccccc2Cl)s1 is listed as -18 | 6

More results
SMILES	H9c2 TAG inh	H9c2 TAG inh DAPI viability
O=S(=O)(c1cccc2nsnc12)N1CCN(c2ncccn2)CC1	5	-1
COC(=O)c1ccc(COC(=O)CNC(=O)CNC(=O)c2ccc(C)cc2)cc1	-3	-11
Nn1c(SCC(=O)Nc2ccc(OC(F)F)cc2)nnc(Cc2ccccc2)c1=O	37	-6
COc1ccc2cc(C(=O)C3CCCN(C(=O)c4cnccn4)C3)ccc2c1 (stereo not drawn)	5	9
COC(=O)c1ccc(NC(=O)CC2C(=O)N(C)C(=S)N2Cc2ccc(S(N)(=O)=O)cc2)cc1 (stereo not drawn)	-11	8
O=C(Cc1csc(NC(=O)Nc2cccc(Cl)c2)n1)NCc1ccccn1	-5	0
COC(=O)c1sccc1NC(=S)Nc1cc(C)ccc1OC	1	-2
Cc1ccc([C@H]2C[C@H](n3cc(COC(=O)c4ccccc4)nn3)[C@@H](O)CN2C(=O)C2CCCCC2)cc1	-18	-6
COc1ccc(CC(=O)Nc2ccc(NC(=O)c3ccccc3F)cc2)cc1	8	14
O=C(/C=C/c1ccc(F)cc1)N1CCN(c2ncccn2)CC1	-12	-11
Cn1c(N)c(S(=O)(=O)NCc2ccc(Cl)cc2)c(=O)n(C)c1=O	3	-13
CCCCN(C(=O)CN1CCOCC1)c1c(N)n(CC(C)C)c(=O)[nH]c1=O	2	-5
O=C1NCCOC(=O)[C@H](Cc2ccc(F)cc2)CC/C=C/C[C@H]1CC(=O)N(CCO)Cc1ccccc1	6	-1
CCOc1ccc(NC(=O)c2ccccc2NC(=O)c2cccnc2)cc1	2	10
O=C(NCC(c1ccco1)N1CCc2ccccc2C1)c1ccc(Cl)cc1 (stereo not drawn)	-12	6
CCc1nnc(NC(=O)CSc2nnc(Cc3cc(=O)[nH]c(=O)[nH]3)n2-c2ccc(OC)cc2)s1	7	-3
COc1ccc(C(=O)NNC(=O)COc2ccc(Cl)cc2)c(OC)c1	-10	1
CCC(C)(C)n1nnnc1C(C(C)C)N1CCC(C(N)=O)CC1 (stereo not drawn)	-4	7
COc1cc(C(F)(F)F)c(C(=O)NCc2cccc(Cl)c2)cn1	-24	18
Nc1nc(-c2ccco2)nn1S(=O)(=O)c1ccc(Cl)cc1	4	-7
COc1ccc(CN2C(=O)CCCc3ccccc32)cc1	-8	5
CCOC(=O)c1[nH]c(C)c(C(=O)NCCN2CCOCC2)c1C	4	-5
CCN1C(=O)[C@H]2[C@@H](c3ccc(C)cc3)N3C(=O)N(c4cccc(C)c4)C(=O)[C@@]3(Cc3ccccc3)[C@H]2C1=O	-2	-1
O=C(N/N=C/c1cccc2ccccc12)c1ccncc1	-3	7
O=C(COc1ccc(F)cc1)NN1C(=O)CSC1=S	1	-4

2 compounds drawn at random from the list so far, as already listed:
SMILES	H9c2 TAG inh	H9c2 TAG inh DAPI viability
Nc1nc(-c2ccco2)nn1S(=O)(=O)c1ccc(Cl)cc1	4	-7
Cc1c(Cl)cccc1NC(=O)CSc1nc(=O)n(CCCN2CCOCC2)c2c1CCC2	6	-1

Other results
SMILES	H9c2 TAG inh	H9c2 TAG inh DAPI viability
COc1ccc(NC(=S)NCc2ccccc2Cl)c(OC)c1	-21	8
Cc1ccc(CNC(=O)CCc2nc3ccccc3c(=O)[nH]2)cc1	-21	5
O=S(=O)(c1ccccc1F)N1CCN(C(=S)NCc2ccccc2)CC1	-9	3
CC1(C(=O)NS(=O)(=O)c2ccc(F)cc2F)CCN1C(=O)CC1CCCCC1 (stereo not drawn)	9	9
C=CCn1c(-c2cccs2)nc2nc3ccccc3nc21	-9	35
O=C(N[C@@H]1C/C=C\C[C@@H](CC(=O)N(CCO)Cc2ccccc2)C(=O)NC[C@H](c2ccccc2)OC1=O)OCC1c2ccccc2-c2ccccc21	-22	5
O=C(Cc1c[nH]c2ccccc12)Nc1ccccc1N1CCOCC1	-10	1
CC(=O)N(c1ccc(C(C)C)cc1)C1C=CS(=O)(=O)C1 (stereo not drawn)	-4	5
Nc1cc(=O)[nH]c(SCC(=O)Nc2cccc(S(=O)(=O)N3CCCCC3)c2)n1	-23	2
COc1cccc(CNC(=O)Cn2ncc3c(=O)oc4ccccc4c32)c1	-7	5
COc1cccc(NC(=S)N(CCCN2CCCC2)Cc2ccco2)c1	-4	10
Cc1ccc(NC(=S)NNC(=O)c2cn(C)nc2C)cc1	-9	-5
O=C(CN1CCN(c2ccccc2O)CC1)Nc1ccc(S(=O)(=O)N2CCCCCC2)cc1	-14	-1
CCOc1ccc2nc(Cl)sc2c1	-2	7
Cc1noc(C)c1CSc1nnc(-c2c[nH]c3ccccc23)n1-c1ccc(Cl)cc1	8	5
CCN(CC)CCCN=Cc1c(O)n(-c2cccc(C)c2)c(=O)c2ccccc12	6	-6
COC(=O)c1ccccc1NC(=O)Cn1nc(C(F)(F)F)c2c1CCC2	-10	7
COc1ccc(NC(=O)C2(C)Cc3c(-c4cccc(C(N)=O)c4)ccnc3O2)cn1 (stereo not drawn)	50*	-35*
COc1cc(C)c(Cl)c(C)c1S(=O)(=O)NCc1cccnc1	-8	14
O=S(=O)(c1ccccc1)N(F)S(=O)(=O)c1ccccc1	-10	9

7 compounds from above, arranged by length of the SMILES, ascending.
SMILES	H9c2 TAG inh	H9c2 TAG inh DAPI viability
C=CCn1c(-c2cccs2)nc2nc3ccccc3nc21	-9	35
COc1ccc(NC(=S)NCc2ccccc2Cl)c(OC)c1	-21	8
Cc1ccc(NC(=S)NNC(=O)c2cn(C)nc2C)cc1	-9	-5
COc1cccc(NC(=S)N(CCCN2CCCC2)Cc2ccco2)c1	-4	10
CC1(C(=O)NS(=O)(=O)c2ccc(F)cc2F)CCN1C(=O)CC1CCCCC1 (stereo not drawn)	9	9
Nc1cc(=O)[nH]c(SCC(=O)Nc2cccc(S(=O)(=O)N3CCCCC3)c2)n1	-23	2
O=C(CN1CCN(c2ccccc2O)CC1)Nc1ccc(S(=O)(=O)N2CCCCCC2)cc1	-14	-1

Source: PubChem BioAssay

A portion of the library; the hit share may differ from the screen's.
